TLR4-MyD88 BLA: inhibitors of human TLR4-MyD88 binding; O00206+Q99836; 200,000 tested, 0.18% active; HeLa CL3-4 TLR4/MyD88 BLA complementation, FRET ratio; inhibition, % at 8.4 µM; in the data active means inhibition above about 25%;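 further: 0% = vehicle and 100% = reference inhibitor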
G6PDH CS: counter-screen for G6PDH assay hits: L. mesenteroides G6PDH inhibition; Purified L. mesenteroides G6PDH, diaphorase/resazurin coupled fluorescence, 45 min; inhibition, % at 5 µM; 200,000 tested, 0.12% active; AID 1020; in the data active means inhibition above about 50%
STAT1 act: STAT1 signaling activation | activation (% of control), % at 5.5 µM | NIH 3T3 STAT1-luciferase reporter, IFN-gamma, luminescence; 100% = IFN-gamma alone, no compound | 200,000 tested, 2.6% active | AID 932;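 active means activation above the screen-wide mean activation plus 3 SD, cut at about 130% in these data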;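 further: raw ratio to IFN-gamma control signal so 100% means no change and 0% no light; values of inactives mirror those of a sister screen read the other way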
APP transl inh: APP translation inhibition; SH-SY5Y APP 5'UTR-luciferase reporter, luminescence; inhibition, % at 2 µM; 190,000 tested, 0.82% active; AID 1285;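 active means inhibition above a set limit, derived from the sample mean plus 3 SD, cut at about 45% in these data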; further: values of inactives mirror those of a sister screen read the other way
Diaphorase act: counter-screen for diaphorase-based assays: diaphorase activators and chemical reducers | 190,000 tested, 0.005% active | Diaphorase/resazurin coupled assay, resorufin fluorescence, 16 min; active compounds read high; 1 = vehicle wells, 0 = NADH-free wells | AID 1229 | activation factor at 20 µM;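 active means diaphorase activity raised at least twofold by the compound at 20 µM; inactive means activation factor below 2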
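Measured by – red resorufin fluorescence at 544/590 nm excitation/emission · Test system – Clostridium kluyveri diaphorase, purified enzyme · Incubation – reaction time 16 min, room temperature · Buffer or medium – 50 mM HEPES pH 7.4 with 4.542 mM MgCl2, 0.005% Tween 20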
APP 5'UTR act: activates APP 5'UTR luciferase reporter. SH-SY5Y APP 5'UTR luciferase reporter, luminescence; zero percent = DMSO vehicle wells. activation, % at 2 µM. 190,000 tested, 1% active;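 active means activation above a set limit, based on mean plus 3 SD of controls, cut at about 140% in these data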; further: values of inactives mirror those of a sister screen read the other way
Diaphorase inh: counter-screen for diaphorase-based assays: diaphorase inhibitors and chemical oxidizers; diaphorase resazurin-to-resorufin fluorescence, NADH, 16 min; bacterial (C. kluyveri) enzyme, not human; inhibition, % at 20 µM; 190,000 tested, 0.69% active; AID 1217;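 active means primary screen inhibition at 20 µM above a set limit, cut at about 50% in these data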;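 further: plate controls were DMSO with full reaction for no effect and wells lacking NADH for full effect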
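Test system: Clostridium kluyveri diaphorase enzyme / Quantity: diaphorase at 0.14 U/mL in enzyme working solution / Incubation: 16-min room-temperature incubation before reading / Benchmarks: NADH-free wells as positive control, DMSO-only neutral wells / Signal: resorufin fluorescence 544/590 nm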
NF-kB expr up: compounds increasing NF-kB expression in human neuronal cells; fold change at 12.5 µM; NF-kB reporter expression; active compounds read high; AID 1239; 190,000 tested, 1.6% active; in the data active means fold change above about 3.3
FLuc inhib CS: Photinus pyralis luciferase inhibition counter-screen | ATPLite firefly luciferase biochemical luminescence, 10 min | P08659 | inhibition, % at 10 µM | 200,000 tested, 1.5% active;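 active means inhibition above about 50% when tested at 10 µM, limit read from the data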
Target sequence (P08659 whole entry, looked up): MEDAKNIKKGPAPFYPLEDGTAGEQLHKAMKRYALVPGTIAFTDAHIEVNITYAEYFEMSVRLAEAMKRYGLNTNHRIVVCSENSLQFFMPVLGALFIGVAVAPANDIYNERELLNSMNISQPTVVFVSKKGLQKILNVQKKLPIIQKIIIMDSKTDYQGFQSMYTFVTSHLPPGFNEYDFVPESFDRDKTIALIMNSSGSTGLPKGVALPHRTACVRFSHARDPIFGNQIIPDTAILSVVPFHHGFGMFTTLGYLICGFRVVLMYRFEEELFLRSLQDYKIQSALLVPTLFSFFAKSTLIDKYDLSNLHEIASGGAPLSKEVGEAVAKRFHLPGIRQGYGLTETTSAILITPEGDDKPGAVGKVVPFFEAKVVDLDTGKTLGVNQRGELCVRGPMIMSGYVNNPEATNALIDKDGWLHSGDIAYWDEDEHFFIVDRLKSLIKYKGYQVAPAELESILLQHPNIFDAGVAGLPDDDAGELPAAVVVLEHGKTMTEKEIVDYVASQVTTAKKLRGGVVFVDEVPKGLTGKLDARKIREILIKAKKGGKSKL
FLuc act counter: affects firefly luciferase, flagging false hits in luciferase stimulation screens; ATPlite luciferase biochemical, luminescence, 10 min; 0 = ATP-free wells, 1 = DMSO control; activation factor at 10 µM; 200,000 tested, under 10 active; AID 1027;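 active means luciferase activation factor, scaled between plate controls, of at least 2 with compound at 10 µM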
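Assay system: Luciferase/luciferin detection reagent, cell-free biochemical luciferase assay / Also added: ATP substrate / Schedule: 10 min at ambient temperature / Measured by: luminescence measurement of luciferase light output / Benchmarks: low control with PBS replacing ATP, high control enzyme plus ATP without compound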
* = called active by the depositor; . = not tested or not shown. Rows were taken by chance; any-hit rate near 5.6%.

Values run as follows: TLR4-MyD88 BLA	G6PDH CS	STAT1 act	APP transl inh	Diaphorase act	APP 5'UTR act	Diaphorase inh	NF-kB expr up	FLuc inhib CS	FLuc act counter
1) NC(=O)C(c1cccc(Cl)c1)c1ncc(C(F)(F)F)cc1Cl (centres undefined)
→ -3	3	95	2	1	-2	0	1	-10	1.1
2) O=c1oc(-c2ccccc2)nc2sc3c(c12)CCCC3
→ -2	1	136*	-48	0.9	48	13	6.1*	43	0.6
3) CCOC(=O)C1CCN(C(c2cc3cc(C)cc(C)c3[nH]c2=O)c2nnnn2C2CCCCC2)CC1 (centres undefined)
→ 6	.	90	26	.	-26	.	.	.	.
4) C=CCN1C(=O)CSc2ccc(C(=O)NCc3ccco3)cc21
→ 7	18	92	-1	0.9	1	7	0.95	-8	1.1
5) COc1ccc(OC)c(NC(=O)CSc2nnnn2-c2ccc3c(c2)OCO3)c1
→ -5	3	93	-8	0.8	8	16	0.56	-8	1.1
6) CCc1nc2oc3ccccc3c(=O)c2c(=O)n1Cc1ccc(OC)cc1
→ 5	2	83	12	0.9	-12	6	0.97	-7	1.1
7) O=C(NCc1ccc2c(c1)OCO2)C(=S)N1CCOCC1
→ -5	2	96	-18	1.2	18	-15	1.1	-2	1
8) CCCc1[nH]nc2c1C(c1ccc(O)cc1OCC)C(C#N)=C(N)O2 (centres undefined)
→ -10	5	98	-10	0.9	10	5	0.97	-4	1
9) O=c1c(-c2ccccc2)coc2cc(O)ccc12
→ -3	11	137*	-57	1.1	57	-8	2.6	31	0.7
10) C#CCOCCOCCOCCNc1nc(N2CCN(C(=O)[C@H]([C@@H](C)CC)n3cc([C@@H](N)Cc4ccc(O)cc4)nn3)CC2)nc(N2CCN(C(=O)[C@H](Cc3ccc(O)cc3)n3cc([C@@H](N)C(C)CC)nn3)CC2)n1 (some centres undefined)
→ -10	11	101	-1	1.1	1	-9	0.93	-9	1.1

Grouped by structure, those above with four or more nitrogen atoms (4)
Values run as follows: TLR4-MyD88 BLA	G6PDH CS	STAT1 act	APP transl inh	Diaphorase act	APP 5'UTR act	Diaphorase inh	NF-kB expr up	FLuc inhib CS	FLuc act counter
3) CCOC(=O)C1CCN(C(c2cc3cc(C)cc(C)c3[nH]c2=O)c2nnnn2C2CCCCC2)CC1 (centres undefined)
→ 6	.	90	26	.	-26	.	.	.	.
5) COc1ccc(OC)c(NC(=O)CSc2nnnn2-c2ccc3c(c2)OCO3)c1
→ -5	3	93	-8	0.8	8	16	0.56	-8	1.1
8) CCCc1[nH]nc2c1C(c1ccc(O)cc1OCC)C(C#N)=C(N)O2 (centres undefined)
→ -10	5	98	-10	0.9	10	5	0.97	-4	1
10) C#CCOCCOCCOCCNc1nc(N2CCN(C(=O)[C@H]([C@@H](C)CC)n3cc([C@@H](N)Cc4ccc(O)cc4)nn3)CC2)nc(N2CCN(C(=O)[C@H](Cc3ccc(O)cc3)n3cc([C@@H](N)C(C)CC)nn3)CC2)n1 (some centres undefined)
→ -10	11	101	-1	1.1	1	-9	0.93	-9	1.1

Going on with the list:
Values run as follows: TLR4-MyD88 BLA	G6PDH CS	STAT1 act	APP transl inh	Diaphorase act	APP 5'UTR act	Diaphorase inh	NF-kB expr up	FLuc inhib CS	FLuc act counter
11) Cc1cc(CC(C)C)n(-c2nc3ccccc3c(=O)n2OCc2ccccc2)n1
→ 2	1	98	4	0.8	-4	18	0.89	-10	1.1
12) CN(C(=O)COC(=O)c1ccc2[nH]c3c(c2c1)CCCC3)C1CCS(=O)(=O)C1 (centres undefined)
→ -16	5	101	10	0.9	-10	11	0.84	5	0.9
13) O=c1cc(N2CCCCC2)c(-c2ccccc2)nn1Cc1cccc(Cl)c1
→ -5	7	93	2	0.8	-2	20	0.86	-3	1
14) Cc1n[nH]c(C)c1S(=O)(=O)Nc1ccc2c(c1)OCCO2
→ 19	3	109	-21	1	21	1	0.5	1	1
15) Cc1ccc(C)c(NC(=S)NC(C)C(c2ccccc2)N2CCN(C)CC2)c1 (centres undefined)
→ 9	6	96	5	0.9	-5	14	1.6	-4	1
16) O=[N+]([O-])c1ccc(NC(=S)NCc2ccncc2)cc1
→ -5	7	86	-2	1	2	5	1.1	-10	1.1
17) COc1ccc(C(C)NC(=O)Cc2ccc(Br)cc2)cc1 (centres undefined)
→ 1	12	98	-18	0.9	19	8	0.9	-2	1
18) CCOC(=O)c1sc(NC(=O)CCCCCN2C(=O)c3cccc4cccc(c34)C2=O)nc1C
→ -4	5	98	-5	0.8	5	16	1	-2	1
19) COc1ccc(NC(=O)CSc2ncnc3c2nnn3-c2ccc(F)cc2)c(OC)c1
→ 6	3	104	-7	1.2	7	-22	1.1	0	1
20) O=C(CNc1ccccc1)N/N=C/c1ccc([N+](=O)[O-])cc1
→ 6	-22	99	7	1	-7	4	1.6	-5	1.1
21) COc1cccc2c(=O)n(CC(=O)Nc3ccc(F)cc3F)ccc12
→ -12	-2	101	-7	0.9	7	6	0.88	-9	1.1
22) COc1ccc(S(=O)(=O)N2CCN(C(=O)c3ccco3)CC2)cc1OC
→ -4	3	96	0	1	0	-2	1.1	-4	1
23) CC(Nc1ccc(Br)cn1)c1cc(Cl)ccc1O (centres undefined)
→ -13	-18	98	0	0.7	0	27	1.1	-11	1.1
24) Cc1sc2nc(C)n(/N=C/c3ccccc3O)c(=O)c2c1C
→ -16	3	96	-6	1	6	2	1.1	-4	1
25) CC(NC(=O)Cc1ccccc1)c1ccc(F)cc1 (centres undefined)
→ -8	18	102	15	0.9	-15	12	1.1	-2	1
26) O=C(NC1CCCC1)C1CCCN1C(=O)Oc1ccccc1 (centres undefined)
→ 6	6	99	-2	1	1	4	1.2	-6	1.1
27) CCc1nnc(NC(=O)C2(C)COC(c3ccc(OC)cc3)OC2)s1 (centres undefined)
→ 7	8	97	-7	1	7	-5	1.1	-6	1.1
28) Cc1ccc(N2C(=O)CC(Cc3cc(C)cc(C)c3)C2=O)cc1 (centres undefined)
→ 3	13	104	16	0.8	-16	18	1.2	-7	1.1
29) O=C1CCC(=O)N1CC(=O)N1c2ccccc2Sc2ccccc21
→ -11	-1	104	-4	1	4	1	0.87	-7	1.1
30) COc1ccc(C(=O)C2CCCN(C(=O)c3c4c(nn3C)CCCC4)C2)cc1F (centres undefined)
→ -1	9	94	4	1	-4	4	0.93	-5	1.1

Some entries already given, showing only Diaphorase act, TLR4-MyD88 BLA and Diaphorase inh:
item | compound | Diaphorase act | TLR4-MyD88 BLA | Diaphorase inh
29 | O=C1CCC(=O)N1CC(=O)N1c2ccccc2Sc2ccccc21 | 1 | -11 | 1
30 | COc1ccc(C(=O)C2CCCN(C(=O)c3c4c(nn3C)CCCC4)C2)cc1F (centres undefined) | 1 | -1 | 4

The list continues:
Values run as follows: TLR4-MyD88 BLA	G6PDH CS	STAT1 act	APP transl inh	Diaphorase act	APP 5'UTR act	Diaphorase inh	NF-kB expr up	FLuc inhib CS	FLuc act counter
31) Cc1sc2ncn(CC(=O)N(CC(=O)NC3CCCC3)Cc3cccs3)c(=O)c2c1C
→ 8	12	104	-7	1	7	-4	1.1	-8	1.1
32) O=C(Nc1cccc(Cl)c1)Nc1ccccc1-n1ccnc1
→ -4	8	104	7	0.9	-7	5	1.3	3	1
33) Cc1c(N(C)C(=O)C23CC4CC(CC(C4)C2)C3)c(=O)n(-c2ccccc2)n1C
→ 7	-3	92	5	1	-5	5	0.96	-7	1.1
34) CC(C)c1c(O)nc(SCC(=O)N2CCOCC2)[nH]c1=O
→ -17	-6	99	-8	0.9	9	13	1.1	-6	1.1
35) c1ccc(-c2cn3nc(-c4ccccc4)cnc3n2)cc1
→ -2	-9	155*	-172	0.9	172*	7	4.1*	37	0.6
36) O=C(COC(=O)c1ccccc1N1C(=O)C2C3CCC(C3)C2C1=O)c1ccccc1 (centres undefined)
→ -13	14	97	10	0.9	-10	11	0.87	-1	1
37) COc1ccc(-c2nnc(SCC(=O)N3CCCCC3)o2)cc1OC
→ -12	-24	105	-23	0.8	23	22	0.94	-3	1
38) Cc1cc(C(F)(F)F)nc(-n2cc(-c3cccc(N)c3)nn2)n1
→ -5	16	105	-2	0.8	2	19	1	-6	1.1
39) Cc1cc(C)n(-c2cccc3cccnc23)n1
→ 4	12	99	2	1	-2	2	0.94	-2	1
40) CCCCCC(=O)Nc1sc(C)c(C)c1C#N
→ -6	6	102	5	1	-5	0	1.3	-4	1

Arranged by heavy-atom count (largest number first): 4 of the compounds above.
Values run as follows: TLR4-MyD88 BLA	G6PDH CS	STAT1 act	APP transl inh	Diaphorase act	APP 5'UTR act	Diaphorase inh	NF-kB expr up	FLuc inhib CS	FLuc act counter
31) Cc1sc2ncn(CC(=O)N(CC(=O)NC3CCCC3)Cc3cccs3)c(=O)c2c1C
→ 8	12	104	-7	1	7	-4	1.1	-8	1.1
36) O=C(COC(=O)c1ccccc1N1C(=O)C2C3CCC(C3)C2C1=O)c1ccccc1 (centres undefined)
→ -13	14	97	10	0.9	-10	11	0.87	-1	1
35) c1ccc(-c2cn3nc(-c4ccccc4)cnc3n2)cc1
→ -2	-9	155*	-172	0.9	172*	7	4.1*	37	0.6
40) CCCCCC(=O)Nc1sc(C)c(C)c1C#N
→ -6	6	102	5	1	-5	0	1.3	-4	1

Next part:
Values run as follows: TLR4-MyD88 BLA	G6PDH CS	STAT1 act	APP transl inh	Diaphorase act	APP 5'UTR act	Diaphorase inh	NF-kB expr up	FLuc inhib CS	FLuc act counter
41) Cc1nnc(N/N=C/c2ccc(O)c([N+](=O)[O-])c2)[nH]c1=O
→ 12	-6	92	6	0.9	-6	12	1.1	2	1
42) Brc1c(CSc2nnc(-c3ccco3)o2)nc2ccccn12
→ -7	11	105	-28	0.8	28	25	1.2	5	1
43) Brc1ccc(C2Nc3cccc4cccc(c34)N2)o1
→ -6	36	101	9	0.1	-9	85*	0.89	4	1
44) CCOCCN1CCN(c2c3c(nc4cc(-c5ccc(F)cc5)nn24)CCC3)CC1
→ -6	-7	105	24	0.8	-24	23	0.82	-3	1
45) Cc1cccc(N2CCN(C(=O)CN3C(=O)C4CC=CCC4C3=O)CC2)c1C (centres undefined)
→ 3	-5	111	-61	0.9	61	6	1.9	18	0.8
46) CC1Cc2ccccc2N1C(=O)CSc1nnc(-c2ccc(S(=O)(=O)N3CCCC3)cc2)n1C (centres undefined)
→ 2	12	114	-6	0.7	5	26	0.6	-5	1

Bioassay records deposited in PubChem BioAssay by several laboratories.
